# NCI-60 one-dose screen, 48 h, at 10 µM unless noted. Numbers give growth in % (100 = growth as untreated, 0 = no growth, -100 = all killed).
# NCI-H226 = NCI-H226 lung cancer; 3.5% of 79,000 active; AID 1794732
# NCI-H460 = NCI-H460 lung cancer; 6.8% of 82,000 active; AID 1794736
# COLO 205 = COLO 205 colon cancer | 7.3% of 79,000 active | AID 1794742
# NCI-H23 = NCI-H23 lung cancer; 4% of 80,000 active
# KM12 = KM12 colon cancer cells. AID 1794800. 5% of 82,000 active
# IGROV1 = IGROV1 ovarian cancer; 4.7% of 79,000 active; AID 1794786
# NCI-H522 = NCI-H522 lung cancer. AID 1794739. 8% of 78,000 active
# NCI/ADR-RES = NCI/ADR-RES ovarian cells | AID 1794790 | 4.4% of 81,000 active
# NCI-H322M = NCI-H322M lung cancer; 2.7% of 80,000 active; AID 1794733
# * hit, by the source's call; . = no result given; & = joins results of further samples; [ ] = dose if it differs, or a comment. The calls were made as follows: active = growth percent below 10; inactive = the rest.
structure,NCI-H226,NCI-H460,COLO 205,NCI-H23,KM12,IGROV1,NCI-H522,NCI/ADR-RES,NCI-H322M
Cc1ccc(CNc2ccc([N+](=O)[O-])cc2)cc1,97,99,105,96,83,102,.,96,91
COc1cc(C(=O)/C=C/c2ccc(Oc3ccc(Cl)cc3)cc2)cc(OC)c1OC,99,99,99,93,84,92,77,92,83
COc1cccc(Oc2ccccc2NC(=O)CNC(=O)c2cccc3ccccc23)c1,54[5 µM],6.1*[5 µM],-13*[5 µM],32[5 µM],14[5 µM],28[5 µM],-10*[5 µM],15[5 µM],33[5 µM]
OC(C#Cc1ccccc1)(C#Cc1ccccc1)/C=C/c1ccccc1,77,42,64,55,64,58,60,55,75
OC(CN1CCCCC1)(c1ccccc1)c1ccccc1,96,103,108,112,104,115,96,117,114
c1cc[c]([Bi]([c]2ccccc2)[c]2ccccc2)cc1,96,96,105,94,97,107,104,98,88
CCOC(=O)c1cnc2c(C)cc(C)cc2c1Nc1ccc(OC)c(OC)c1,81,100,111,92,101,88,102,.,94
NS(=O)(=O)c1ccc(-n2cc(-c3cccc(NC(=O)c4cc(N5CCOCC5)cc(C(F)(F)F)c4)c3)nn2)cc1,26,64,77,55,79,73,38,99,71
O=C(/C=C/c1ccc2c(c1)OCO2)c1ccc(O)cc1O,104,90,96,92,43,89,.,61,57
COc1cccc(N2CCN(c3ncnc4[nH]ccc34)CC2)c1,95,96,125,98,94,96,81,.,100
O=C1c2cc(Br)ccc2Oc2cc([N+](=O)[O-])ccc2N1c1ccc(Cl)cc1F,.,100,97,95,97,88,82,95,101
CCN(CC)Cc1ccc(N)cc1,105&96,112&110,106&105,102&101,102&104,103&111,103&90,106&101,99&102
CCCCCCCCCCCCCCCCCCOc1cccc(CC(=O)NCC[N+]2(C)CCCCC2)c1,86,102,117,107,104,102,94,109,107
CN1CCC(c2ccccc2)(c2ccccc2)C(=O)C1,68,98,98,80,92,90,75,74,88
O=C(c1ccccc1)C1CC=CCC1C(=O)c1ccccc1 (stereo not drawn),120,109,117,103,110,99,.,103,97
O=C(Nc1ccc(F)cc1)c1cc(-c2ccc(F)cc2F)ccc1O,5.9*,4.8*,96,1.9*,6.1*,15,-4.4*,5.3*,9.9*
CN(C)CCNC(=O)c1ccc(-c2nc3ccc4[nH]ncc4c3c3c2CCCC3)cc1,80,96,121,107,104,95,88,106,98
NC1=NC(c2ccc(Cl)cc2)N=C(Nc2nn[nH]n2)N1 (stereo not drawn),101,108,116,104,103,111,99,94,101
O=C(N/N=C/c1ccc[nH]1)c1[nH]c2ccc(Br)cc2c1-c1ccccc1,36,2.2*,6.1*,.,10,8.5*,-20*,15,32
Cc1ccccc1CCCCn1ccc(=O)[nH]c1=O,94,108,104,96,93,100,97,100,96
CC#CCOCC1CN(C)C(=O)O1 (stereo not drawn),100,108,112,99,108,100,91,108,99
Cc1ccc(/C=C(\C#N)c2nc(N)nc(Nc3ccc(S(N)(=O)=O)cc3)n2)cc1,94,103,99,101,102,85,95,99,96
CCOC1CCCC(n2cnc3c(Cl)ncnc32)O1 (stereo not drawn),106,100,84,102,98,123,93,106,111
O=C(O)C(=C/C=C/c1ccccc1)C(=O)O,100,116,113,101,109,106,89,98,98
CC1(C)/C(=C/c2ccccc2)C(=O)c2ccccc21,100&104,97&104,114&113,108&105,107&104,82&105,89&102,107&108,86&94
CN(C)CSc1ccccc1,103,105,109,100,101,108,95,111,105
COc1ccc(N=Nc2c(N)nn3c2NC2=C(CCC/C2=C/c2ccc(Cl)cc2)C3c2ccc(Cl)cc2)cc1 (stereo not drawn),92,99,109,101,103,92,82,99,101
O=C1NC(c2cccc([N+](=O)[O-])c2)c2sc3c(F)cccc3c2C1N1CCCCC1 (stereo not drawn),91,101,113,95,97,79,86,102,97
C=C(C)[C@@H]1CC[C@]2(C(=O)NC(C)=O)CC[C@]3(C)[C@H](CC[C@@H]4[C@@](C)(CCCNC(C)=O)[C@H](C(=C)C)CC[C@]43C)[C@@H]12,84,71,83,81,86,79,69,76,75
CC(Nc1n[nH]c2nc(-c3ccccc3)nc(N)c12)c1ccccc1 (stereo not drawn),112,95,.,105,100,104,76,104,109
CC(=O)CCSc1ccc(OC(C)=O)cc1,101,106,116,100,100,114,82,106,103
c1ccc(-n2cccn2)cc1,100,108,106,103,110,106,92,103,105
CC(=O)Nc1ccc2cc3ccc(NC(C)=O)cc3nc2c1,70&71,106&94,91&94,75&74,90&80,101&86,78&74,98&100,46&64
N#Cc1ccc(NC2c3ccccc3CC2O)cc1 (stereo not drawn),102,.,108,101,112,116,104,115,114
COc1ccc(/C=C(\C#N)c2ccc(C)cc2)cc1OC,109,100,118,98,104,106,85,99,102
NC(=O)Nc1ccc2ncnc(Nc3cccc(O)c3)c2c1,102,108,95,100,96,107,102,97,84
O=C1c2cccc(Sc3ccccc3)c2C(=O)c2c(Sc3ccccc3)cccc21,101,105,136,109,109,105,79,108,108
O=C(Cc1ccc(/C=C/C(=O)c2nccn2Cc2ccccc2)cc1)Nc1ccc(F)cc1,79,42,75,45,43,42,44,51,67
CCN(CC)CCCC(C)Nc1ccc2ccc(Cl)cc2n1 (stereo not drawn),93,102,96,99,104,101,92,98,102
COc1ccc(C2Nc3ccccc3-n3cccc32)cc1OC (stereo not drawn),92,97,124,100,104,115,98,90,93

# Reprinted at random: two compounds from above, in no set order.
structure,NCI-H226,NCI-H460,COLO 205,NCI-H23,KM12,IGROV1,NCI-H522,NCI/ADR-RES,NCI-H322M
COc1ccc(N=Nc2c(N)nn3c2NC2=C(CCC/C2=C/c2ccc(Cl)cc2)C3c2ccc(Cl)cc2)cc1 (stereo not drawn),92,99,109,101,103,92,82,99,101
O=C(O)C(=C/C=C/c1ccccc1)C(=O)O,100,116,113,101,109,106,89,98,98

# Continued:
structure,NCI-H226,NCI-H460,COLO 205,NCI-H23,KM12,IGROV1,NCI-H522,NCI/ADR-RES,NCI-H322M
CCCCN(CCCC)CCc1c(C)cc(C)c(CCN(CCCC)CCCC)c1O,27,7.6*,20,4.2*,41,33,-6.8*,76,35
O=C(CSc1nc(-c2ccccc2)cc(=O)[nH]1)c1ccc2ccccc2c1,89,105,116,99,104,101,86,113,97
CSc1ccccc1NC(=O)CN(C)Cc1c(O)ccc2cc(Br)ccc12,102,115,114,89,103,99,93,102,117
CC(=O)NCC1c2c(n(C)c3c(Cl)c(Cl)ccc23)C(=O)NC1(C)C (stereo not drawn),97,97,113,90,118,96,93,88,92
CC(=O)c1c(C)nc2ccccc2c1/C=C/c1ccc(F)cc1,77,92,104,82,91,85,69,68,97
CCC(C)c1ccc(CCO)cc1 (stereo not drawn),101,109,104,98,107,112,111,105,109
Clc1ccc(-c2nc3c4c(-c5ccccc5)c(-c5ccccc5)n(Cc5ccccc5)c4ncn3n2)cc1,-3.4*,3.1*,-59*,2.8*,9.1*,16,-28*,71,21
Cc1ccc(-c2nn(Cc3cn(-c4cc(C)nc5ccccc45)nn3)c3ncnc(N)c23)cc1,35,68,55,69,74,16,55,60,41
COc1ccc(C(=O)c2ccccc2)c(O)c1O,101,108,98,.,68,90,107,75,.
O=COCc1ccccc1,102,103,120,109,109,102,98,107,117
C=CCn1c(SCC(=O)Nc2ccc(/C(C)=N\O)cc2)nnc1-c1cc(-c2ccc(OC)cc2)nc2ccccc12,41,28,19,34,29,11,19,14,32
C[C@H]1OC(n2cc(F)c(=O)[nH]c2=O)C(O)[C@@H]1O (stereo partly drawn),106,49,91,93,87,96,68,97,84
CC1(C)CC(=O)c2c(ccc(C(=O)C[C@@H]3COC(C)(C)N3)c2N)O1,87,102,104,88,97,102,71,93,104
CCCc1cc(=O)n2c(C(=O)Nc3cccc(C(=O)OCC)c3)c(C(=O)Nc3ccc(F)cc3)sc2n1,89[30 µM],23[30 µM],73[30 µM],80[30 µM],83[30 µM],42[30 µM],65[30 µM],47[30 µM],97[30 µM]
COc1ccc(-c2cc(-c3ccc(Cl)cc3)nc(SCCCCCCC(=O)NO)n2)cc1OC,69,20,66,43,69,36,45,20,.
CCCn1nc(C(=O)N2CCCCC2)c2c1CCC(NCCCN1CCCC1=O)C2 (stereo not drawn),96,104,109,85,101,105,96,94,98
COc1ccc(/C=C/C(=O)c2ccc(NC(=O)COc3cccc4cccnc34)cc2)cc1OC,95,97,104,88,88,83,85,83,101
CCSc1oc(-c2ccccc2)nc1[P+](c1ccccc1)(c1ccccc1)c1ccccc1,-2.5*,0.7*,-45*,-12*,-16*,5.0*,-20*,67,-6.2*
O=C(O)C(Cc1ccccc1)N1C(=O)C2C3CCC(C3)C2C1=O (stereo not drawn),.,106,.,106,105,105,90,112,111
Nc1ccc(N(O)/C=C2\C=CC=CC2=O)cc1N,103,119,114,83,83,80,73,82,110
COc1ccc(/C=C2\C(=O)N=C3N2NC(=O)C(=O)N3c2ccccc2)cc1,93,102,110,93,106,84,98,105,94
CC1=NN=C(N2N=C(c3cc4ccccc4o3)CC2c2c[nH]c3ccccc23)SC1 (stereo not drawn),88,99,.,84,91,76,93,98,77
Cc1ccc(NC(=O)c2sc3nc4c(cc3c2N)C(=O)CCC4)cc1Cl,102,106,128,100,116,106,96,104,109
COC(=O)C1C2CC3c4[nH]c5cc(OC)ccc5c4CCN3CC2CC(OC(=O)CCc2cc(OC)c(OC)c(OC)c2)C1OC (stereo not drawn),87,98,92,89,98,66,88,86,81
N=C(N)c1ccc(-c2ccc(-c3ccccc3)s2)cc1,103,-17*,-43*,85,-7.5*,60,-27*,89,49
COc1ccc(/C(=C2\O[C@@H]([C@H](O)CO)[C@H]3OC(C)(C)O[C@@H]23)c2cc(OC)c(OC)c(OC)c2)cc1O,110,107,126,90,9.5*,100,58,25,109
COc1ccccc1/C=N\Nc1ccc([N+](=O)[O-])cn1,99,123,102,101,106,102,101,107,107
CCC(C)(c1ccccc1)c1ccccc1,94,102,111,101,109,113,107,106,102
CCOC(=O)c1csc(NC(=O)c2ccc(N3CCCCC3)c([N+](=O)[O-])c2)n1,83,99,88,97,96,95,85,103,99
COc1ccccc1/C=C1\Oc2cc(OCCN3CCC(Cc4ccccc4)CC3)ccc2C1=O,97,93,38,94,92,83,92,89,86
N#CCc1ccc([N+](=O)[O-])cc1,98,102,105,99,109,135,101,106,99
Cc1cc2nnn3c(=O)cc(C)n3c2cc1C,109,114,66,102,112,91,98,115,145
CN(C)CCN1CCN(C)CC1,99,116,105,110,109,112,102,107,107
CCN1CCN(c2nc(C)cc(N(CCCNc3ccnc4cc(Cl)ccc34)Cc3ccc4c(c3)OCO4)n2)CC1,61,-6.1*,-79*,46,24,0.2*,-43*,30,-11*
O=C(O)C1CC(c2ccccc2)=NN1/C=c1\sc2ncnn2c1=O (stereo not drawn),110,114,103,99,107,99,94,105,101
Cc1cc(C2=NN(C(=O)C3CCC3)C(c3ccc[nH]3)C2)ccc1-n1ccc(C(F)(F)F)n1 (stereo not drawn),91,99,98,91,92,88,63,86,94
O=c1ccc(=O)n(-c2nc(O)c(N=Nc3ccc([N+](=O)[O-])cc3)s2)[nH]1,92,100,103,92,93,82,101,103,98
NC(=S)N/N=C/c1ccc(OC(=O)COc2cc(Cl)c(Cl)cc2Cl)cn1,85,80,117,28,71,64,24,27,57
c1ccc(-c2nc3ccccc3[nH]2)c(OCCCCCOc2ccccc2-c2nc3ccccc3[nH]2)c1,85,60,112,80,99,70,66,64,103
Cn1cc(-c2nc(N)nnc2-c2c[nH]c3ccccc23)c2cc(Br)cnc21,1.0*,4.1*,-76*,.,13,23,-37*,3.1*,37

# The last 5 entries of the section above lead into the next.
structure,NCI-H226,NCI-H460,COLO 205,NCI-H23,KM12,IGROV1,NCI-H522,NCI/ADR-RES,NCI-H322M
Cc1cc(C2=NN(C(=O)C3CCC3)C(c3ccc[nH]3)C2)ccc1-n1ccc(C(F)(F)F)n1 (stereo not drawn),91,99,98,91,92,88,63,86,94
O=c1ccc(=O)n(-c2nc(O)c(N=Nc3ccc([N+](=O)[O-])cc3)s2)[nH]1,92,100,103,92,93,82,101,103,98
NC(=S)N/N=C/c1ccc(OC(=O)COc2cc(Cl)c(Cl)cc2Cl)cn1,85,80,117,28,71,64,24,27,57
c1ccc(-c2nc3ccccc3[nH]2)c(OCCCCCOc2ccccc2-c2nc3ccccc3[nH]2)c1,85,60,112,80,99,70,66,64,103
Cn1cc(-c2nc(N)nnc2-c2c[nH]c3ccccc23)c2cc(Br)cnc21,1.0*,4.1*,-76*,.,13,23,-37*,3.1*,37
O=C1CSC(c2cn(-c3ccccc3)nc2-c2ccc(Cl)c(Cl)c2)N1c1cccc(F)c1 (stereo not drawn),91,112,112,97,105,112,89,104,104
O=C1Nc2ccc(F)cc2/C1=C/c1cc(-c2ccc3c(c2)OCO3)n[nH]1,97,97,103,100,99,101,78,107,87
O=C1/C(=C/c2ccc(F)cc2)C=C(c2ccccc2)N1CCc1ccccc1,52,61,72,71,62,62,43,58,66
CCCC(=O)OP(=O)(O)OC(=O)CCC,101,104,111,97,108,106,78,103,99
COc1ccc(-c2ncc(-c3ccccc3)[nH]2)cc1OC,100,112,145,101,105,119,108,121,218
Cc1ccc(C2=NN3C(C2)c2ccccc2OC3c2ccc3noc(-c4ccccc4)c3c2)cc1 (stereo not drawn),97,111,113,91,94,96,103,95,98
